# Bioassay records (PubChem)
# GRP78 ERSR act: induces the endoplasmic reticulum stress response in human glioma cells | Potency, µM, inactives show at the top dose activation, usual class: activators | actives 0.02% (n = 420,000) | U87-MG GRP78 promoter luciferase reporter, 16 h | AID 602332; note: potency is the fitted concentration of half-maximal effect; series mostly up to about 76 µM; % of control where 0% means no effect; nearly all actives have a fitted effect of over 35% in size
#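 Stably transfected U87-MG glioma cells carrying a GRP78-based luciferase sensor; 16 h compound incubation. Luminescence end-point read 10 min after Bright-Glo addition at room temperature.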
# 12-LOX inh: inhibitors of human 12S-lipoxygenase ALOX12; P18054; actives 1.1% (n = 580,000); AID 1671190; Potency, µM (series often up to 108 µM), for the others: at the top dose activity change, negative = inhibition, most hits filed as inhibitors; purified 12hLO, xylenol orange hydroperoxide absorbance; note: potency is the fitted concentration of half-maximal effect; % is set by controls: 0 for no effect and ±100 for the full control effect
#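 Purified human 12hLO (150 nM final) in 25 mM Hepes, 0.01% Triton X-100, pH 7.0 was preincubated 15 min at room temperature with compound. Then 40 uM arachidonic acid was added, 30 min. Hydroperoxide was read by Fe-XO absorbance ratio 573/405 nm.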
# LDHA inh: blocks human lactate dehydrogenase A | P00338 | purified LDHA, NADH/diaphorase-resazurin fluorescence; active compounds read low | activity change, % (values are at about 110 or 230 µM) | actives 0.15% (n = 480,000) | AID 1347041; in the data active = activity change below about -30%; inconclusive = mostly about -25% to -30%;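 note: plate controls were DMSO wells for no effect and wells without enzyme for full effect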
#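 Human LDH5 at 2 nM final in Tris HCl pH 7.4 with 0.06 mM NADH and 0.2 mM pyruvate, reacted 5 minutes at room temperature. Remaining NADH coupled via diaphorase/resazurin; resorufin fluorescence read at 0 and 20 minutes, normalized to enzyme-free and DMSO wells.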
# Vif-APOBEC3G blk: Vif-A3G binding inhibition; Q9HC16; HeLa A3G-eYFP + Vif (tagged APOBEC3G with the HIV-1 protein that degrades it), YFP fluorescence, overnight; Potency, µM (doses to about 46.1 µM), without a hit: top-dose activity, negative = active, usual class: inhibitors; actives 0.076% (n = 410,000); AID 602310;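 note: potency is the fitted concentration of half-maximal effect; % is set by controls: 0 for no effect and ±100 for the full control effect; nearly all actives have a fitted effect of over 60% in size; hits raise eYFP signal because A3G escapes Vif-driven loss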
# Target sequence (Q9HC16 whole entry, looked up): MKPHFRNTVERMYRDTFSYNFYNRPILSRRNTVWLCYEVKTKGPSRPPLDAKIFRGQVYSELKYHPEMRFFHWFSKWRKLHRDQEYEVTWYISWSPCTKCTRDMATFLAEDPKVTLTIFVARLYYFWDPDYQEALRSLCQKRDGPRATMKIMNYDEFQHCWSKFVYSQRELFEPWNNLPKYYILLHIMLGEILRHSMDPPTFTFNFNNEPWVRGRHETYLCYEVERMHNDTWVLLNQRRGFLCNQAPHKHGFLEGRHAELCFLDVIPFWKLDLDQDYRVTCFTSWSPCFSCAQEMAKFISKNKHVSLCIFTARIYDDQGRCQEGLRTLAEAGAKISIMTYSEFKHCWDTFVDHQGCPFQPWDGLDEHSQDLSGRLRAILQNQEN
#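 HeLa cells stably expressing Vif and C-terminally eYFP-tagged A3G, seeded overnight at 37 deg C, then exposed to compound by pintool overnight at 37 deg C. Rise in yellow fluorescence (Ex 488/Em 500-530, Acumen) marks blocked Vif-driven A3G degradation.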
# D2 ag: D2 dopamine receptor (human) agonism; P14416; HEK293 T-REx D2 cells, calcium flux agonist mode; activation, % at 2 µM; actives 0.53% (n = 340,000);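 active = activation over 3 SD above normal in the single-dose calcium agonist read, cut at about 30% in these data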; note: 0% is about no effect
# Target sequence (P14416 whole entry, looked up): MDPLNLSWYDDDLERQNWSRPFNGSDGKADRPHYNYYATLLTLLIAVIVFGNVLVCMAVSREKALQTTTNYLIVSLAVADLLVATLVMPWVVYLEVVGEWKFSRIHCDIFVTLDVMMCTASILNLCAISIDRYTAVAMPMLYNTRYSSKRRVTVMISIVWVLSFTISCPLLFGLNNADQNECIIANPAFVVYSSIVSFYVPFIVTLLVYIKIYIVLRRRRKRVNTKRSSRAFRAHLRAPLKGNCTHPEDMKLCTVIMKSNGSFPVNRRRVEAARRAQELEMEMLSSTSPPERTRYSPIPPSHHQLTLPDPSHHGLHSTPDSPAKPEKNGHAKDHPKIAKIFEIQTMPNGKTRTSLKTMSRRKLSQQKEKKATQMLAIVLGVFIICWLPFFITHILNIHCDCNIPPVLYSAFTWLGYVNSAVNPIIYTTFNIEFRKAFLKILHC
#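 In this primary screen, compounds producing a positive calcium signal within 180 s of addition to tetracycline-induced, force-coupled HEK293 Trex D2 cells are flagged; cells are dye-loaded with a no-wash calcium kit beforehand.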
# RGS4 inhibitor: human RGS4 inhibition; P49798; Transcreener GDP fluorescence polarization, RGS4-accelerated GTP hydrolysis; Potency, µM (top dose mostly 114 µM), inactives show at the top dose activity change, negative = inhibition, actives largely listed as inhibitors; actives 0.039% (n = 390,000); AID 504845; note: potency is the fitted concentration of half-maximal effect; % is set by controls: 0 for no effect and ±100 for the full control effect; nearly all actives have a fitted effect of over 75% in size; some results filed as inactive show a strong effect at the top dose
# Target sequence (P49798 whole entry, looked up): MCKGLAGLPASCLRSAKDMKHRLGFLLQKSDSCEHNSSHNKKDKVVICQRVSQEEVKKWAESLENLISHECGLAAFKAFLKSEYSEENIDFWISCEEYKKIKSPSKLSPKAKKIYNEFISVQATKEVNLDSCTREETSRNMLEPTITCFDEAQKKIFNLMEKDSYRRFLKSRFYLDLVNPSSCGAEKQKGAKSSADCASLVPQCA
#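 MLSMR compounds (23 nl, pin-transferred) preincubated 10 min at room temperature with a 500nM (2x) first reagent, then RGS4 at 900nM (2x) plus Transcreener GDP mix added; fluorescence polarization (620/688 nm) read before and after 90 min at 30 °C.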
# Vif-APOBEC3F blk: inhibitors of Vif-A3F interaction; HeLa A3F-eYFP + Vif (tagged APOBEC3F with the HIV-1 protein that degrades it), YFP fluorescence increase; Potency, µM (doses to about 46.1 µM), without a hit: top-dose activity, negative = active; actives 0.2% (n = 390,000); AID 602313; note: potency is the fitted concentration of half-maximal effect; % of control where 0% means no effect; nearly all actives have a fitted effect of over 65% in size
#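 Fluorescence increase (Ex 488/Em 500-530) after overnight compound treatment at 37 deg C flags inhibition of Vif-driven A3F-eYFP loss in stable HeLa A3F-eYFP/Vif cells seeded overnight beforehand.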
# ERG Ets-DNA blk: inhibitors of human ERG Ets domain-DNA interaction; fluorescence polarization, His-ERG Ets domain / labelled DNA; P11308; actives 0.028% (n = 370,000); Potency, µM (top dose mostly 76.9 µM), for the others: at the highest dose FP activity, negative = inhibition, usual class: inhibitors; active = well fitted inhibition curve with a large enough effect in the polarisation, with a control signal flat; inconclusive = small, poorly fitted or top-dose-only effect, or effect the other way, or a change in a side signal; inactive = no such curve, though single readings can be large or run the other way; the % refers to the polarisation;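 note: polarization taken with two DNA probes labelled with fluorescein and Texas red; potency is the fitted concentration of half-maximal effect; % of control where 0% means no effect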
#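 His-tagged ERG Ets domain (1 uM in the protein solution; 300mM KCl, 50mM Tris-HCl, 1mM EDTA, 1mM DTT, pH 7.5) received compound, then a probe mix of 5 nM fluorescein-DNA and 100nM Texas-615-DNA. Fluorescence polarization was read for both dyes.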
# D2 antagonist: antagonists of human D2 dopamine receptor | HEK293 TREx D2 cells, calcium flux, dopamine EC80 | inhibition, % at 10 µM | actives 2% (n = 340,000) | AID 485344; in the data active = inhibition above about 30%; note: 0% is about no effect
#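 Antagonism is scored as inhibition of an EC80 dopamine-evoked calcium signal in a force-coupled, tetracycline-inducible HEK293 T-REx D2 line, with compound present 180 s before agonist.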
# An asterisk follows results filed as active; ? = inconclusive; / = no result given; & = joins results of further samples; [ ] = remark or other dose. Unless noted, calls come from the whole dose curve; as a rule, active = well fitted curve in the direction sought with a large enough effect; inconclusive = small, poorly fitted or top-dose-only effect, or another doubt; inactive = no such curve, though single readings can be large; an effect the other way counts as inactive or inconclusive.
SMILES,GRP78 ERSR act,12-LOX inh,LDHA inh,Vif-APOBEC3G blk,D2 ag,RGS4 inhibitor,Vif-APOBEC3F blk,ERG Ets-DNA blk,D2 antagonist
CCn1c(SCC(=O)Nc2ccc(OC)c(OC)c2)nnc1-c1cnccn1,-8%,17%,-1,-2%,-0.7,-1%,0%,0%,0
NS(=O)(=O)c1ccc(NC(=S)NC2CCCCC2)cc1,3%,?,-6,2%,-0.2,?,0%,1%,6
FC(F)(F)c1cnc2c(-c3ccccc3)n[nH]c2c1,8%,13%,-4,5%,2.1,-3%,5%,-5%,0
CCCCn1c(-c2csc(CCC)c2)n[nH]c1=S,-4%,?,-3,-10%,0.0,-33%,12%,-6%,7
O=C(Cn1nnc2ccccc2c1=O)N[C@@H](Cc1ccccc1)C(=O)O,2%,0%,0,5%,-4.0,18%,0%,-6%,-7
O=C(NCCc1ccc(Cl)cc1)C1COc2ccccc2O1 (stereo not drawn),2%,0%,5,0%,0.0,-12%,3%,0%,-4
O=C(NCc1ccncc1)C1CCCCC1,-4%,-1%,-11,1%,-1.1,-38%[56.9 µM],1%,-2%,6
CCOC(=O)CC1CCCCN1C(=O)c1ccc2oc(CCc3ccccc3)nc2c1 (stereo not drawn),6%,-1%,0,6%,-0.3,-24%[56.9 µM],5%,5%,13
CC(C)c1ccccc1OCC(=O)N1CCCCCCC1,1%,?,-3,-1%,-0.3,21%,-22%,45%[activator],-6
O=C(Cn1cccc1C(=O)c1ccccc1)NCCN1CCCCCC1,-2%,12%,2,0%,-0.5,15%,-2%,-2%,-13
Cc1cccc(N2C(=O)SC(N(CC(=O)O)c3cccc(C)c3)C2=O)c1 (stereo not drawn),-1%,0%,-1,0%,0.9,-8%,-9%,2%,4
Cc1ccc(C(=O)Nc2cccc(-c3nc4ccccc4o3)c2)c(Cl)c1,-3%,-9%,3,1%,0.6,-20%,?,2%,/
C/C=C(\C)C(=O)NCCN1C2=NC[C@H](Cc3ccccc3)N2C[C@@H]1Cc1ccc(OC)cc1,-4%,-2%,0,-1%,/,-1%,1%,7%,/
Cc1ccc(-n2c(C)cc(C(=S)N3CCOCC3)c2C)cc1C,2%,-24%,-13,-1%,-0.2,-32%,-5%,/,-18
Cc1ccc(NC(=O)C2CCCN2S(=O)(=O)c2ccc3c(c2)n(C)c(=O)c(=O)n3C)cc1 (stereo not drawn),-3%&-4%,0%&-19%,-4&-5,-1%&1%,0.3&-0.4,14%&18%,-7%&-5%,-4%&2%,-13
Cc1ccc2[nH]c(CCN(C)C)c(CC#N)c2c1,-1%,-7%,-10,1%,0.5,23%,-4%,-8%,3
CCOc1ccc(CNc2cc(C)nc3nc(-c4cccc(C)c4)nn23)cc1OC,/,-19%,-3,/,-1.8,-24%,/,-1%,/
O=S(=O)(Nc1ncccn1)c1ccc(NC(=S)NCCc2ccc(Cl)cc2)cc1,-2%,?,-10,-17%,-0.3,-33%,17%,2%,-17
CCOc1ccc(S(=O)(=O)n2nc(C)cc2C)cc1,-6%,32%[activator],-3,0%,0.7,9%,-23%,-9%,-11
COc1ccc(C(C(=O)NCC2CCCO2)N(C(=O)CNC(=O)c2ccco2)c2cc(C)ccc2C)cc1OC (stereo not drawn),-4%,5%,-2,-5%,0.4,-29%,8%,-1%,-4
Cc1ccc2cc(CN(C(=O)c3cccnc3)C(C)C)c(=O)[nH]c2c1,-2%,-23%,12,5%,0.3,10%,-6%,4%,-21
Cn1c(=O)n(Cc2ccccc2)c(=O)c2c1nc1n2CCN1Cc1ccco1,-6%,-10%,-5,-5%,-0.1,11%,-7%,21%,6
COc1ccccc1NCC(=O)NC(=O)NC1CCCCC1,-1%,-15%,2,-3%,/,0%,-4%,4%,/
O=C(c1cc2cc(Br)ccc2o1)N1CCCC1,3%,1%,-1,0%,-3.9,-17%[11.4 µM],6%,-9%,4
COc1ccc(-c2c(C)oc3c(CN4CCCCC4C)c(O)ccc3c2=O)cc1 (stereo not drawn),-4%,-14%,-4,0%,-0.9,11%,-10%,5%,10

# Later entries
SMILES,GRP78 ERSR act,12-LOX inh,LDHA inh,Vif-APOBEC3G blk,D2 ag,RGS4 inhibitor,Vif-APOBEC3F blk,ERG Ets-DNA blk,D2 antagonist
Cc1cc(NC(=O)c2ccc(NC(=O)C3CC3)cc2)no1,6%,0%,-3,7%,-0.2,-13%,-6%,0%,-4
CCCN(CCC)CCCOC(=O)c1ccc(Cl)cc1Cl,-3%,0%,-8,-5%,0.0,-11%,6%,-6%,-9
Cc1cccn2c(=O)c3cc(C(=O)N4COCC4(C)C)n(Cc4ccccc4)c3nc12,-1%,10%,-1,-2%,/,-1%,9%,13%,/
Cc1ccccc1Nc1nn2c(=O)c3ccc(C(=O)NCc4cccs4)cc3nc2s1,-5%,1%,2,-17%,0.8,-46%,?,4%,/
Cc1ccnc(NS(=O)(=O)c2ccc(NC(=O)c3cc(=O)c4ccccc4o3)cc2)n1,-2%,?,-1&1,1%,0.0,-36%[56.9 µM],0%,16%,-6
CCN(CC)c1ccc(/C=N/NC(=O)c2nnn(-c3nonc3N)c2-c2ccc(C)cc2)cc1,0%,-23%,-13,1%,/,4%,4%,6%,/
NC(=O)c1c(NC(=O)Cn2nc(C(=O)O)c3ccccc3c2=O)sc2c1CCCC2,-1%,-9%,-9,2%,/,?,2%,-6%,/
COc1cccc(-c2cc(C(=O)NCc3ccc(F)cc3)no2)c1,-2%,-16%,-3,1%,0.0,1%,-13%,2%,/
COc1cc(NC(=O)C2=C(N3CCOCC3)/C(=C\c3ccc(N(C)C)cc3)CCC2)cc(OC)c1OC,6%,-27%,5,?,1.2,-24%,-29%,1%,5
CCC(Sc1nc2cc3c(cc2c(=O)n1CCCC(=O)NCc1ccc2c(c1)OCO2)OCO3)C(=O)NCCCOC (stereo not drawn),-2%,-8%,1,-3%,-0.5,6%,2%,0%,/
CCc1nc2c(sc3nc4c(cc32)COC(C)(C)C4)c(=O)n1Cc1ccco1,7%,?,3,-7%,/,?,-1%,-1%,/
CCCc1nc2nc(C)c(NS(=O)(=O)c3ccc(F)cc3)c(=O)n2[nH]1,-2%&-4%,?,-5&-6,-2%&1%,-0.2,-18%&-17%,0%&0%,-2%&1%,15
COc1ccc(Cl)cc1NC(=O)C1CCCN(c2ncnc3onc(C)c23)C1 (stereo not drawn),0%,-3%,3,0%,0.0,-12%,-8%,-1%,/
Cc1cc(C2(c3ccc(O)c(C)c3)OC(=O)c3ccccc32)ccc1O,-3%,?,8,-14%,0.0,-4%,3%,/,-8
Cc1cccc2c1-c1sc(C(=O)N3CCCCC3)cc1CO2,1%,33%[activator][57.4 µM],1,-9%,/,11%,-1%,13%,/
CCCc1nc(NCCCOCC)c2nnn(Cc3ccccc3)c2n1,-2%,?,-7,1%,-1.8,6%,-5%,-3%,1
Nc1nonc1-c1nc2ccccc2n1CC(=O)Nc1ccccc1,-5%,31%[activator],-9,-13%,-0.5,9%,-5%,-2%,11
CCOc1ccc(-c2nn(CC(=O)NC3CCCCC3)c3c2cnc2ccc(C)cc23)cc1,-4%,-28%,1,0%,0.2,-22%,-4%,3%,/
O=C(CSc1nnc(CNC(=O)c2cccc(F)c2)n1-c1ccccc1)Nc1ccccc1F,-3%,-3%,-14,4%,0.2,-9%,1%,0%,/
O=C(Cn1c(=O)n(Cc2ccc3c(c2)OCO3)c(=O)c2oc3ccccc3c21)Nc1ccccc1F,-2%,?,-1,0%,/,3%,-12%,-4%,/
CN(C)CCOC(c1ccc(Cl)cc1)c1ccccn1 (stereo not drawn),-3%&-5%&-5%&-3%,19%&-1%,-3&-7,1%&0%,-0.7,-6%&9%,-1%&3%,-10%&10%,0
CC(=NNC(=O)c1cccc(S(=O)(=O)N2CCOCC2)c1)c1ccc(Cl)cc1,-4%,2%,-8,0%,/,5%,5%,-11%,/
OCCCn1c(C2CCCN2c2nc(-c3ccc(Cl)cc3)cs2)nc2cc(C(F)(F)F)ccc21 (stereo not drawn),-2%,-12%,3,1%,/,-21%,-9%,9%,/
CC(=O)Nc1ccc(CN2CCCC(C(=O)c3ccc(C(F)(F)F)cc3)C2)cc1 (stereo not drawn),1%,16%,-3,2%,-1.1,13%,-15%,3%,11
O=C(O)c1ccc([N+](=O)[O-])c2c1C(=O)c1ccccc1C2=O,-6%,?,23,0%,/,14%,-14%,21%,/
O=C1CCCc2cc3c(cc21)CCCC3,-2%,1%,-4,0%,/,7%,5%,-1%,/
Cc1occc1-c1nnc(SCC(=O)Nc2nc(C(C)(C)C)cs2)o1,8%,20%,0,-4%,0.9,-9%,-2%,-1%,-7
COc1cc(/C=N/N(CCO)C2=NS(=O)(=O)c3ccccc32)cc(OC)c1OC,-3%,0%,-12,-6%,0.4,-12%[56.9 µM],1%,2%,-31
O=C(c1ccccc1F)N1CCN(c2cnn(-c3cccc(Cl)c3)c(=O)c2Cl)CC1,-3%,-18%,-6,1%,-1.9,?,-1%,-3%,7
C=CCN(C(=O)c1cccc(S(=O)(=O)N2CCN(C)CC2)c1)c1nc(-c2ccccc2)cs1,-1%,?,-1,0%,-0.3,-11%,-10%,7%,-3

# Only part of the results is shown; rates above refer to the full screens.
